Rab9 promoter act: qHTS Assay for Rab9 Promoter Activators | Huh7 Rab9 promoter-luciferase reporter, luminescence, 24 h | Potency, µM (doses to about 9.22 µM), for the others: top-dose activation, negative = inhibition, usual class: activators | 2.8% of 320,000 active; note: % of control where 0% means no effect; nearly all actives have a fitted effect of over 60% in size
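Stable Rab9-luc Huh7, 1500 cells/well, 2 h settle; cmpd in DMSO, 24 h, 37 °C/5% CO2; luciferase reagent 10 min RT; luminescence.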
ELG1 genotox: qHTS screen for small molecules that induce genotoxicity in human embryonic kidney (HEK293T) cells expressing luciferase-tagged ELG1; Potency, µM (series often up to 46 µM), without a hit: at the top dose activity change, positive = activation, most hits filed as activators; HEK293T ELG1-luciferase reporter, luminescence, 16 h; 1.3% of 330,000 active; note: % of control where 0% means no effect; nearly all actives have a fitted effect of over 60% in size
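After overnight (16 hr) compound treatment at 37 °C, ELG1-luciferase HEK293T cells were lysed with ONE-Glo; luminescence quantified 30 min later at room temperature.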
RORg inh: qHTS for inhibitors of ROR gamma transcriptional activity. Potency, µM (top dose mostly 53.6 µM), for inactives: at the highest dose activity change, negative = inhibition, most hits filed as inhibitors. 5.4% of 310,000 active. Nuclear receptor ROR-gamma (Mus musculus), P51450. Drosophila S2 Gal4-RORgamma UAS-luciferase reporter, 20 h; note: % is set by controls: 0 for no effect and ±100 for the full control effect; nearly all actives have a fitted effect of over 60% in size
Target sequence (P51450 whole entry, looked up, the tested form may be a part): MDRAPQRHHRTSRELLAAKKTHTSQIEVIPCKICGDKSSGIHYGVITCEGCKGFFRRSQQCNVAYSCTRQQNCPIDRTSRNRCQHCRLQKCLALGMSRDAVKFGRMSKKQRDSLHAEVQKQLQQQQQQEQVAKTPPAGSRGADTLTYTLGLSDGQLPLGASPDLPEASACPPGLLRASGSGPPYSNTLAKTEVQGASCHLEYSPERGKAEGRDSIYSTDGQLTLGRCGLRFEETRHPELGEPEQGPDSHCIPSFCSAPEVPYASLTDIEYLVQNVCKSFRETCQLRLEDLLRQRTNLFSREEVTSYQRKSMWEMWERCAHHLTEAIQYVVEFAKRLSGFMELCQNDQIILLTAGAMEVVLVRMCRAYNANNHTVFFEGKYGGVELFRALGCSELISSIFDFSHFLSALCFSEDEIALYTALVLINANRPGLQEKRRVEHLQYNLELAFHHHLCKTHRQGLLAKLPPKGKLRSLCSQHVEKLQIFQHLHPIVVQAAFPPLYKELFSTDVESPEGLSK
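Luminescence from a UAS-regulated Photinus luciferase reporter in stably transfected Drosophila Schneider cells is measured; decreased signal marks ROR gamma inhibition. Fusion expression is induced by 700 uM copper sulfate for 20 hr.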
p53 reactivation: qHTS assay for re-activators of p53 using a Luc reporter; H1299 p53-A138V BP100-luciferase reporter, luminescence, 24 h; Potency, µM (doses to about 92.2 µM), inactives show at the top dose activity change, positive = activation, usual class: activators; 0.063% of 320,000 active; note: % of control where 0% means no effect; nearly all actives have a fitted effect of over 45% in size
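p53-null H1299 cells stably carrying temperature-sensitive p53-A138V and a BP100-luciferase reporter were pinned with compounds (4-point, 1:5 series) and held 24 hrs at 37 deg C. Luminescence was read 10 min after detection reagent.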
BRCA1 expr act: qHTS Assay to Identify Small Molecule Activators of BRCA1 Expression; 1.1% of 380,000 active; AID 624202, 2012; MCF7-BRCA1-FFLuc reporter, luminescence, 48 h; response scale: scaled: vehicle 0%, 10 µM genistein 100%; Potency, µM (doses to about 46.1 µM), without a hit: top-dose activation, actives largely listed as activators; note: nearly all actives have a fitted effect of over 80% in size; some results filed as inactive show a strong effect at the top dose
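Activators of BRCA1 expression were detected as increased firefly luciferase luminescence in engineered MCF7 cells after 48 h compound incubation. Signals were scaled to genistein 10 microM as full activation.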
uPA surface inh: qHTS for Inhibitors of Cell Surface uPA Generation | cell surface uPA generation assay, qHTS | Potency, µM (highest dose often 38.3 µM), inactives show top-dose activity change, negative = inhibition, usual class: inhibitors | 0.31% of 330,000 active | AID 540303, 2011; active = well fitted inhibition curve with a large enough effect; inconclusive = small, poorly fitted or top-dose-only effect; inactive = no such curve, though single readings can be large or run the other way; tested in mouse RAW 264.7 cells; note: % is set by controls: 0 for no effect and ±100 for the full control effect; nearly all actives have a fitted effect of over 55% in size
FLuc modulator: qHTS profiling assay for firefly luciferase inhibitor/activator using purifed enzyme and Km concentrations of substrates (counterscreen for miR-21 project); Luciferin 4-monooxygenase (Photinus pyralis), P08659; purified FLuc, Km substrates, luminescence inhibition; Potency, µM (highest dose often 57.5 µM), without a hit: at the highest dose activity change, negative = inhibition, actives largely listed as inhibitors; 6.9% of 360,000 active; AID 588342, 2011;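 note: plate controls were vehicle for no effect and reference inhibitor for full effect; nearly all actives have a fitted effect of over 55% in size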
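Purified P. pyralis luciferase, 10 nM final, with Km-level 10 uM D-luciferin and 10 uM ATP in 50 mM Tris acetate pH 7.5, 10 mM Mg acetate, 0.01% Tween-20, 0.05% BSA; 6-point qHTS titration about 60 µM downward; luminescence read.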
MLL CXXC-DNA inh: qHTS Fluorescence Polarization Assay for Inhibitors of MLL CXXC domain - DNA interaction. MLL-CXXC / FITC-HOXA9 DNA fluorescence polarization. Histone-lysine N-methyltransferase 2A (Homo sapiens), Q03164. AID 2662, 2010. Potency, µM (doses to about 115 µM), for the others: at the highest dose activity change, negative = inhibition, hits mostly inhibitors. 0.037% of 290,000 active; active = well fitted inhibition curve with a large enough effect in the polarisation, with a control signal flat, not every such curve was filed as active; inconclusive = small, poorly fitted or top-dose-only effect, or effect the other way, or a change in a side signal; inactive = no such curve, though single readings can be large or run the other way; the % refers to the polarisation
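Purified MLL-CXXC (added from a 7 uM solution) was preincubated 5 min at ambient with pinned compounds in 50 mM Tris-HCl pH 7.5, 50 mM NaCl, 1 mM DTT, 0.05% BSA. Fluorescein-labeled HOX-A9 DNA (50 nM solution) followed, 30 min, then polarization read.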
MBNL1 CUG block: qHTS Assay for Inhibitors of MBNL1-poly(CUG) RNA binding; Muscleblind-like protein 1 (Homo sapiens), Q9NR56; 0.036% of 280,000 active; TR-FRET MBNL1-His/biotin-(CUG)12 binding, 665/545 ratio; Potency, µM (doses to about 57.5 µM), without a hit: at the top dose activity change, negative = inhibition, actives largely listed as inhibitors; active = well fitted inhibition curve with a large enough effect in the signal ratio, with a control signal flat, not every such curve was filed as active; inconclusive = small, poorly fitted or top-dose-only effect, or effect the other way, or a change in a side signal; inactive = no such curve, though single readings can be large or run the other way; the % refers to the signal ratio; note: % is set by controls: 0 for no effect and ±100 for the full control effect
Target sequence (Q9NR56 whole entry, looked up): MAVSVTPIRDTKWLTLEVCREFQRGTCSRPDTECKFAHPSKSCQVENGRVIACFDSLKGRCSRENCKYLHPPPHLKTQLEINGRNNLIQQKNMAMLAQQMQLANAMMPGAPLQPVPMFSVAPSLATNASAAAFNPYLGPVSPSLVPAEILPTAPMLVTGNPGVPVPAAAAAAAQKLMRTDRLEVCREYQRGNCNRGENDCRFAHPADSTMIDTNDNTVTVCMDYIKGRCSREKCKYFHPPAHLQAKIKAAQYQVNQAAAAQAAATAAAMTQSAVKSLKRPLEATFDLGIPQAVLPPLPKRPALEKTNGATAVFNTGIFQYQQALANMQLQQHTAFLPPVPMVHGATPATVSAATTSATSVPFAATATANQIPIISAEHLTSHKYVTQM
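MBNL1-His + Biotin-(CUG)12, cpd titration 92 nM–58 uM; Tb anti-His Ab 0.055 ng/ul, SA-XL665 5 nM (final); 60 min RT; ratiometric 665/545 nm, Ex 340 nm; normalized to buffer and full-complex controls.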
Gal4-VP16 FLuc: VP16 counterscreen qHTS for inhibitors of ROR gamma transcriptional activity | Drosophila S2 Gal4-VP16 UAS-luciferase, luminescence, 20 h | Potency, µM (series often up to 53.6 µM), inactives show at the top dose activity, negative = inhibition, usual class: inhibitors | 3.5% of 310,000 active | AID 2546, 2010;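 note: Gal4-VP16 expression switched on by copper sulfate through the metallothionein promoter; % is set by controls: 0 for no effect and ±100 for the full control effect; nearly all actives have a fitted effect of over 50% in size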
NPC1 promoter act: qHTS Assay for NPC1 Promoter Activators; Potency, µM (top dose mostly 9.22 µM), without a hit: top-dose activation, most hits filed as activators; 2.4% of 320,000 active; Huh7 NPC1 promoter luciferase reporter, 24 h;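 note: % of control where 0% means no effect; nearly all actives have a fitted effect of over 60% in size; reporter is driven by a mutant NPC1 promoter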
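Readout is luciferase luminescence, reflecting NPC1 promoter activation in stably transfected Huh7 cells after 24 h compound exposure at 37 °C in reduced-serum medium with 10% FBS.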
* marks the source's active call; other numbers are inactive results; ? = inconclusive; . = no result given; & = joins results of further samples; [ ] = another dose, or the depositor's remark. Unless noted, calls come from the whole dose curve; as a rule, active = well fitted curve in the direction sought with a large enough effect; inconclusive = small, poorly fitted or top-dose-only effect, or another doubt; inactive = no such curve, though single readings can be large; an effect the other way counts as inactive or inconclusive. Potency is the fitted concentration of half-maximal effect. An excerpt. The share of hits here may be higher or lower than overall.

Each structure is followed by: Rab9 promoter act | ELG1 genotox | RORg inh | p53 reactivation | BRCA1 expr act | uPA surface inh | FLuc modulator | MLL CXXC-DNA inh | MBNL1 CUG block | Gal4-VP16 FLuc | NPC1 promoter act
> Cc1nc2ccccc2nc(C)c1=NOCC(=O)N(c1ccccc1)C(C)C
    -4% | 1% | 34% | 2% | -2% | 1% | 4% | -6% | -2% | -1% | 1%
> CC(=O)c1cc(C(=O)Nc2ccc3ccccc3c2)c(C)o1
    2% | 3% | -7% | 7% | -48% | -3% | 4% | 1% | 2% | -17% | -2%
> CC1CC(C)CN(CCCNC(=O)CCC(=O)N2CC(C)Oc3ccccc32)C1 (stereo not drawn)
    -6% | 4% | -6% | . | 19% | -11% | 6% | . | -6% | -2% | -3%
> Cc1ccccc1NC(=O)c1ccc(Cl)c(NC(=O)c2ccncc2)c1
    -6% | -2% | 14% | 16% | -9% | 2% | 1% | 9% | 17%[11.5 µM] | 17% | -5%
> COC(=O)c1ccccc1S(=O)(=O)Nc1ccc2cn[nH]c2c1
    -3% | 1% | 9% | 4% | -1% | -3% | 4% | -6% | -2% | 4% | 0%
> COc1ccc(N2CCN(C(=O)c3cc(=O)c4cc(C)cc(C)c4o3)CC2)cc1
    -6%[1.84 µM] | -8% | 32% | -8% | -9% | -1% | -2% | 17% | 2% | -1% | -2%
> CC(NS(=O)(=O)CCNC(=O)c1ccccc1)c1ccccc1 (stereo not drawn)
    2% | -2% | . | 0% | -2% | 2% | 2% | . | . | . | -2%
> CCC(C)N1C(=O)CCC1C(=O)O (stereo not drawn)
    1% | 2% | -16% | -2% | 15% | 7% | 1% | 15% | -4% | -4% | 0%
> COc1cccc(C(=O)NN2CC(O)=C(c3nc4ccccc4n3C)C2=N)c1
    -5% | -3% | 4% | -8% | . | . | -3% | -4% | 3% | 3% | 1%
> CCOc1ccccc1N1CCN(C(=O)CC(C)C)CC1
    -4% | -1% | -7% | 0% | 0% | 5% | -1% | -10% | -8% | 3% | -2%
> CC(=O)c1ccc(N2Cc3ccccc3/C2=N\C(=O)Nc2ccccc2)cc1
    25% | 10% | ? | ? | 72% | -2% | -2% | -2% | -3% | -11% | 11%
> COc1cc(CN2C(=S)NC(C)(C)CC2(C)O)cc(OC)c1 (stereo not drawn)
    -6% | 0% | 3.5µM* | -7% | 9% | -4% | 3% | 9% | -24% | 11µM* | 1%
> Brc1ccccc1OCCCCCN1CCOCC1
    -7% | -4% | -9% | 29% | 39% | -6% | -4% | 11% | -8% | 16% | -3%
> O=C(CN1C(=O)c2ccccc2S1(=O)=O)c1ccc(F)c(F)c1
    ? | -2% | 10µM* | 9% | -45% | -5% | 11µM* | ? | 6% | 11µM* | ?
> CCc1ccc(NC(=O)c2cnn3ccccc23)cc1
    0.11µM* | 0.18µM* | 13µM* | 19% | -65%[inhibitor] | ? | 0.34µM* | 0% | 4% | ? | 0.32µM*
> CC1(C)Cc2c(sc(NC(=O)c3ccc(Br)o3)c2C#N)CO1
    3.5µM* | 22% | -37% | ? | ? | -7% | 2.4µM* | -5% | 57%[activator] | -30% | 2.5µM*
> CSc1nc2nc3c(cc2c(=O)n1-c1ccc(C)cc1)COC(C)(C)C3
    -5% | -9% | 29% | -2% | -8% | -8% | -2% | -14% | 9% | -10% | -2%
> COc1ccc(NCC(=O)N/N=C/c2c(C)nn(Cc3ccccc3)c2Cl)cc1
    2% | 0% | -1% | -3% | -24% | -5% | ? | -9% | ? | 4% | 0%
> CCN(CC(=O)Nc1c(F)cccc1F)C(=O)c1ccc(S(=O)(=O)N2CCCC2)cc1
    0% | -9% | . | -4% | 4% | -2% | 0% | . | . | . | -4%
> COc1ccccc1N(CC(=O)NCCN1CCOCC1)S(=O)(=O)c1ccccc1
    0% | -1% | 2% | -1% | 5% | -1% | 0% | 7% | -2% | -3% | 2%

Reprinted from the part before: 3 compounds; new compounds follow.
Each structure is followed by: Rab9 promoter act | ELG1 genotox | RORg inh | p53 reactivation | BRCA1 expr act | uPA surface inh | FLuc modulator | MLL CXXC-DNA inh | MBNL1 CUG block | Gal4-VP16 FLuc | NPC1 promoter act
> COc1ccc(NCC(=O)N/N=C/c2c(C)nn(Cc3ccccc3)c2Cl)cc1
    2% | 0% | -1% | -3% | -24% | -5% | ? | -9% | ? | 4% | 0%
> CCN(CC(=O)Nc1c(F)cccc1F)C(=O)c1ccc(S(=O)(=O)N2CCCC2)cc1
    0% | -9% | . | -4% | 4% | -2% | 0% | . | . | . | -4%
> COc1ccccc1N(CC(=O)NCCN1CCOCC1)S(=O)(=O)c1ccccc1
    0% | -1% | 2% | -1% | 5% | -1% | 0% | 7% | -2% | -3% | 2%
> O=C(COC(=O)C(O)c1ccccc1)c1ccc2c(c1)OCCO2 (stereo not drawn)
    -1% | 4% | ? | ? | 1% | 2% | 1.5µM* | 4% | -10% | -8% | -5%
> Cc1[nH]n(-c2ccccc2)c(=O)c1C=NC1CCCCC1
    0% | 13% | 30% | 8% | 48% | -7% | ? | -3% | -5% | -10% | 5%
> O=C(CCCCn1c(=O)[nH]c2ccccc2c1=O)N1CCN(c2cccc(C(F)(F)F)c2)CC1
    2% | -10% | -41% | 1% | -70% | -9% | 1% | -3% | -4% | ? | -4%
> O=C(Nc1ccc2c(c1)S(=O)(=O)N=C1CCCCCN12)c1ccccc1Cl
    5% | -7% | 21% | -4% | -11% | 0% | -9% | 0% | 15% | 8% | -7%
> CN(C)C(=O)[C@H]1C[C@H]1[C@@H](O)[C@H](CO)NC(=O)[C@H](Cc1ccccc1)NC(=O)OC(C)(C)C
    -2% | 0% | 9% | . | 27% | -2% | 2% | -3% | -6% | -7% | -1%
> COc1ccc(OC)c(N(CC(=O)NCc2ccncc2)S(C)(=O)=O)c1
    . | . | -8% | . | 2% | . | -3% | -1% | -8% | -7% | .
> CCCS(=O)(=O)N1CCN(C2Cc3ccccc3C2)CC1
    -1% | 0% | 8% | 2% | 20% | 1% | -1% | -6% | -7% | -1% | 1%
> COC(=O)C1=C(C)N(Cc2ccccc2)C(=NCc2cc(OC)c(OC)c(OC)c2)N[C@H]1c1cccc(F)c1
    -6%&0% | -3% | 1%&4% | 12% | -14% | -19% | 2%&2% | 21%&31% | 1%&5% | -1%&-5% | 4%&-1%
> Cc1ccc2nc(N(CCCN(C)C)C(=O)CS(=O)(=O)c3ccccc3)sc2c1
    -5% | -1% | . | -1% | -16% | -17% | -7% | . | . | . | -1%
> Cc1ccc(OCC(=O)N2CCN(C(=O)CCC3CCCC3)CC2)cc1
    -2% | -4% | 31% | 7% | -6% | -3% | 0% | 13% | 7% | -8% | 1%
> Cn1c(=O)[nH]c(=O)c2c1nc(N1CCOCC1)n2CCSc1nnnn1-c1ccccc1
    7% | 1% | 32% | 4% | -6% | 4% | -1% | 15% | -12% | 1% | -2%
> Cc1ccc(C)n1-c1ccc(N2CCOCC2)c([N+](=O)[O-])c1
    -7% | 13% | -3% | 13% | -10% | ? | 1% | -3% | ? | 6% | -1%
> Cc1cccc2cc(/C=N/NC(=O)c3ccccc3O)c(Cl)nc12
    -5% | -10% | 10µM* | 0% | -1% | 0% | ? | -10% | 0% | ? | 1%
> CCc1sc(N(C(=O)Cc2ccccc2)c2ccccc2)nc1-c1ccccc1
    3% | -8% | 33% | -1% | -49% | 5% | -1% | 4% | 0% | -5% | -4%
> COc1ccc2c(c1OC)C(=O)N1N=C(c3ccc(Cl)cc3)CC21 (stereo not drawn)
    0% | -1% | ? | -3% | -2% | -7% | ? | 12% | ? | 4% | -3%
> CCOc1ccc(NC(=O)N(CCC(C)C)C2CCN(C(C)=O)CC2)cc1
    -1% | -1% | 10% | -5% | 8% | -1% | -3% | 13% | 1% | 8% | -3%
> CCOC(=O)C1CCN(S(=O)(=O)c2ccc(OCC(=O)OC)cc2)CC1
    -3% | 0% | -24% | 4% | 1% | 2% | 3%[2.3 µM] | 9% | -8% | -5% | 1%

Compound activity as filed in PubChem.
